# Nrf2 activator: activators of Nrf2 (ARE) signaling; actives 0.31% (n = 410,000); AREc32 ARE-luciferase reporter (MCF7-derived line), luminescence, 24 h; Potency, µM (top dose mostly 46.1 µM), without a hit: top-dose activation, most hits filed as activators; also: % of control where 0% means no effect; nearly all actives have a fitted effect of over 65% in size
#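 AREc32 cells carrying an ARE-driven firefly luciferase, 1000 cells/well in OPTI-MEM with 5% FBS, dosed after overnight attachment and incubated 24 hr at 37 deg C. Steady-Glo luminescence read after 30 min at RT.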
# EPAC2 antagonist: EPAC2 (human) antagonism. Q8WZA2. EPAC2 GEF exchange of Rap1B-BODIPY-GDP, fluorescence. Potency, µM (series often up to 114 µM), for the others: at the highest dose activity, negative = inhibition, usual class: inhibitors. actives 0.18% (n = 360,000). AID 720708; also: % is scaled to controls: 0 for no effect and ±100 for the full control effect; nearly all actives have a fitted effect of over 45% in size; many of its hits are not listed in these tables
# Target sequence (Q8WZA2 whole entry, looked up): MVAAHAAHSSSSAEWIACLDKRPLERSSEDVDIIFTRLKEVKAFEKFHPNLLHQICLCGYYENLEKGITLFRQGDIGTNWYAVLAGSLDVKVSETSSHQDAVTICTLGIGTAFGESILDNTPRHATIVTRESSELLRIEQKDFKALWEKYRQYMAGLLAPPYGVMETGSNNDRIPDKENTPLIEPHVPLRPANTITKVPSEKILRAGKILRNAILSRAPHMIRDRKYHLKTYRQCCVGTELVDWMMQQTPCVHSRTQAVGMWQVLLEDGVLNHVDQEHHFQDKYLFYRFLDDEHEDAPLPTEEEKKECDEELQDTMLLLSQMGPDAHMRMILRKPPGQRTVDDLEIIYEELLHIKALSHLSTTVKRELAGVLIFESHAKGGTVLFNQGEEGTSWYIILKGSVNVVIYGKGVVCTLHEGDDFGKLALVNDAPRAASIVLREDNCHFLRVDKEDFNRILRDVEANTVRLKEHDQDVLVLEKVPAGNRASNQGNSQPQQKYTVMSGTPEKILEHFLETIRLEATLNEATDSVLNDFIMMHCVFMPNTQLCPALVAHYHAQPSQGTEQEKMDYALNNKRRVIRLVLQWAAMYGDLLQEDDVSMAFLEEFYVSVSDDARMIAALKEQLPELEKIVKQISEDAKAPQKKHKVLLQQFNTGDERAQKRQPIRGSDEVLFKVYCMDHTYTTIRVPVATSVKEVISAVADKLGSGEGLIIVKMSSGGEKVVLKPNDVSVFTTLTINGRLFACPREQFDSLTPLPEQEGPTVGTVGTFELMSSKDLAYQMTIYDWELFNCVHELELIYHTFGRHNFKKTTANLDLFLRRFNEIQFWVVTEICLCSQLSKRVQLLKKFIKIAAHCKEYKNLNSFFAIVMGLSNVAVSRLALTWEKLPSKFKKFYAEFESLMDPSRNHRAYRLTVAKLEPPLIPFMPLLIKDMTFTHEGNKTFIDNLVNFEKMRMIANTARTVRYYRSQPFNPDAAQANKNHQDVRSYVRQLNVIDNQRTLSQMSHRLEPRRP
# ATXN viability: reduces viability in counter-screen for ATXN expression inhibitors | S2 cells (HEK-293 line with an ATXN2-luciferase reporter) viability, CellTiter-Fluor protease fluorescence, 24 h | Potency, µM (top dose mostly 56.7 µM), most hits filed as cytotoxic | actives 0.49% (n = 400,000) | AID 651635; also: nearly all actives have a fitted effect of over 40% in size
# HepG2 viability: counter-screen for TGF-b inhibitors: cytotoxicity in HepG2 cells; HepG2 CAGA-GFP viability, ATP luminescence, 18 h; actives 0.76% (n = 410,000); Potency, µM (highest dose often 46.1 µM), for inactives: at the highest dose activity change, negative = cytotoxicity, usual class: cytotoxic; also: some results filed as inactive show a strong effect at the top dose
#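 HepG2 CAGA-GFP cells (1000/well, DMEM with 1% FBS) received compound, then TGF-beta at 500 pg/mL final, and were incubated 18 hours at 37 degrees C. Viability was read by CellTiter-Glo luminescence. Media-only wells were set as complete cell-killing and DMSO as no toxicity.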
# TGFb inhibitor: inhibitors of TGF-b signaling; actives 1.2% (n = 410,000); HepG2 CAGA-GFP TGF-b/SMAD3 reporter, GFP fluorescence, 18 h; TGF-beta stimulated, 500 pg/mL final; AID 588855; Potency, µM (doses to about 46.1 µM), for the others: at the top dose activity, negative = inhibition, actives largely listed as inhibitors; also: % is scaled to controls: 0 for no effect and ±100 for the full control effect; nearly all actives have a fitted effect of over 65% in size
#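 Inhibition was scored as loss of TGF-beta-induced (500 pg/mL final, 18 hours, 37 degrees C) GFP in HEPG2 cells carrying a CAGA-GFP reporter, in DMEM with 1% FBS. Well GFP was summed per cell; Activity was normalised to unstimulated and stimulated DMSO wells, then concentration-response fitting.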
# Nrf2 inh: Nrf2 pathway inhibition | Potency, µM (series often up to 46 µM), for the others: at the top dose activity change, negative = inhibition, hits mostly inhibitors | actives 2.1% (n = 360,000) | AID 504444 | A549 ARE-Fluc reporter, luciferase luminescence, 18-24 h; also: % is scaled to controls: 0 for no effect and ±100 for the full control effect; nearly all actives have a fitted effect of over 60% in size
#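 Quantitative HTS in A549 cells stably bearing an antioxidant response element-firefly luciferase construct. Inhibition of Nrf2-driven transcription was scored by luminescence after 18-24 h of compound exposure at 37 °C.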
# ATXN2 expr inh: ATXN2 expression inhibition; actives 0.72% (n = 360,000); Potency, µM (doses to about 57 µM), inactives show at the top dose activity change, negative = inhibition, most hits filed as inhibitors; HEK-293 ATXN2-luciferase reporter, luminescence, 24 h; AID 1745845; also: % is scaled to controls: 0 for no effect and ±100 for the full control effect; nearly all actives have a fitted effect of over 55% in size
#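 ATXN2-luciferase reporter cells (luciferase flanked by upstream and downstream ATXN2 gene portions) were treated 24 h at 37 °C with compounds at up to 57 uM. SteadyGlo luminescence gave expression; GF-AFC fluorescence gave viability.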
# A549 viability: kills or reduces viability of A549 cells in Nrf2 counter-screen; Potency, µM (series often up to 46 µM), for inactives: at the highest dose activity change, negative = cytotoxicity, usual class: inhibitors; A549 ARE-Fluc cells, CellTiter-Fluor viability, 18-24 h; actives 0.16% (n = 390,000); AID 504648; also: % is scaled to controls: 0 for no effect and ±100 for the full control effect
#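 A549 ARE_Fluc cells in 5% FBS OPTI-MEM were exposed to compounds in concentration-response for 18-24 h at 37 deg C. Viability was read by CellTiter-Fluor fluorescence (Ex 405/Em 525) after 30 min, before the luciferase read.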
# MCF10A rereplic: inducers of DNA re-replication in MCF 10A breast cells; Potency, µM (top dose mostly 46.1 µM), for inactives: at the highest dose activity, positive = re-replication, most hits filed as activators; actives 2.9% (n = 350,000); AID 624296; MCF 10A DNA re-replication, Hoechst nuclear intensity, 48 h; also: % of control where 0% means no effect; nearly all actives have a fitted effect of over 50% in size
# Active calls of the source: *; i = inactive; ? = inconclusive; · = no result given; [ ] = remark or other dose. Calls follow the shape of the dose curve; as a rule, active = well fitted curve in the direction sought with a large enough effect; inconclusive = small, poorly fitted or top-dose-only effect, or another doubt; inactive = no such curve, though single readings can be large; an effect the other way counts as inactive or inconclusive. Potency is read from the fitted curve at half-maximal effect.
SMILES,Nrf2 activator,EPAC2 antagonist,ATXN viability,HepG2 viability,TGFb inhibitor,Nrf2 inh,ATXN2 expr inh,A549 viability,MCF10A rereplic
CC(C)(C)C(=O)NNC(=O)CCCOc1ccc(Cl)cc1Cl,-0.4%,7%,i,-3%,0%,11%,4%,4%,4%
O=S(=O)(c1ccccc1)N1CC2CC(Br)C(Br)CC21 (configuration not stated),2.4%,-24%,i,-2%,-2%,·,·,·,·
COC(=O)C(C)Sc1nc2c(c(=O)[nH]c(=O)n2C)n1CCCc1ccccc1 (configuration not stated),0.2%,-1%,i,13%,0%,10%,1%,-4%,1%
COc1cc(-c2nnc(CSc3nnc4nc(C)cc(C)n34)o2)cc(OC)c1OC,1.6%,-5%,i,-7%,1%,5%,2%,2%,6%
CC(C)Nc1nnc(SC(C)C(=O)Nc2ccc(N3CCOCC3)cc2)s1 (configuration not stated),-0.1%,13%,i,-2%,5%,4%,·,21%,?
COc1ccc(-n2nnc3c(=O)n(C/C=C/c4ccccc4)cnc32)cc1,-0.1%,6%,i,-14%,-3%,0%,-16%,0%[1.84 µM],-13%
COc1ccc(CNC(=O)C(OC(C)=O)c2ccccn2)cc1 (configuration not stated),-0.1%,20%,i,6%,-20%,4%,9%,5%,-9%
CC(C)N(Cc1ccccc1)C(=S)NC(=O)C1(C)CC1(Cl)Cl (configuration not stated),-0.4%,4%,i,1%,?,?,-15%,-11%,2%
CC(O)(c1ccc(F)c(F)c1)c1nc(-c2ccc(Cl)cc2)cs1 (configuration not stated),0.3%[9.22 µM],16%,?,-46%,?,·,?,·,·
NC(c1ccccc1)c1csc(Nc2ccc(S(N)(=O)=O)cc2)n1 (configuration not stated),0.2%,7%,i,1%,-2%,·,-9%,·,·
CN1CCN(S(=O)(=O)c2ccc(NC(=O)C3CCCO3)cc2)CC1 (configuration not stated),0.1%,5%,i,1%,0%,10%,20%,-4%[1.84 µM],2%
CC(=O)N1CCN(c2ccc(NCc3ccc(C)s3)cc2)CC1,3.6%,3%,i,-17%,6%,9%,-9%,-4%,0%
CCc1ccc(/C=N/NC(=O)Cc2cccn2C)cc1,4.1%,-7%,i,5%,-2%,24%,42%[activator],-3%,-9%
COc1cccc2ccc(/C=C/c3ccc4c(c3)OCO4)nc12,·,·,·,4%,8%,?,·,10%,·
O=C(OCCO)c1cc(Cl)c(C(=O)OCCO)cc1Cl,-0.6%,6%,i,-15%,-1%,4%,3%,2%,2%
COc1ccc2c(c1)CC[C@@H]1[C@@H]2CC[C@]2(C)[C@@H](C(=O)O)C[C@@H]12,0.5%,-11%,i,4%,5%,-13%,4%,-3%,-21%
Cc1nn(-c2ccccc2)cc1/C=N/O,2.8%,0%,i,-22%,0%,24%,31%,·,1%
Cc1ccc(C)c(NC(=O)C(OC(=O)c2ccc(C)s2)c2ccccc2)c1 (configuration not stated),-0.5%,-2%,i,-6%,-1%,-6%,2%,2%,5%
CC(=O)N1CCc2cc(NC(=O)C3(C)CCN3Cc3ccccc3OC(F)F)ccc21 (configuration not stated),-0.5%,3%,?,-29%,6%,·,-13%,·,·
Cc1nc2nc(SCC(=O)Nc3cccc(F)c3)[nH]c2cc1Br,3.4%,2%,i,2%,-4%,2%,-14%,-10%,?
O=C(Nc1ccccc1N1CCCC1)c1cccc(-c2cc3ccccc3oc2=O)c1,6.5%,0%,i,2%,0%,17%,13%,9%,20%
O=C(c1cc2ccc3cccnc3c2[nH]1)N1CCN(c2cccc(Cl)c2)CC1,-3.1%,·,?,-17%,?,·,?,4%,·
O=C(CCc1nc(-c2ccccc2Cl)no1)NCC1CCCO1 (configuration not stated),-0.3%,3%,i,1%,-4%,3%,4%,-4%,0%
COc1ccc(NC(=O)c2ccc3c(c2)OCO3)cc1[N+](=O)[O-],1.0%,4%,i,6%,-4%,?,6%,-13%,-2%
O=C(CCN1CCCCC1)Nc1ccc(Br)cc1,0.2%,0%,i,-21%,-2%,2%,-12%,15%,4%
O=C(CN1CCN(C(=O)CNC(=O)c2ccc3c(c2)OCO3)CC1)Nc1cccc(F)c1,-0.6%,-6%,i,-28%,-3%,-2%,·,1%,-4%
O=C(CSc1nccn1-c1ccc(Cl)cc1)Nc1nc2ccccc2s1,1.0%,·,·,-18%,-7%,·,·,6%,·
CC(C)=CC(=O)N1CCCc2ccccc21,-0.5%,1%,i,3%,4%,-17%,1%,10%[1.84 µM],-4%
Cc1nnc(C)c2c(C)n(Cc3ccc4c(c3)OCO4)c(C)c12,-0.4%,3%,i,-28%,?,-20%,-16%,·,6%
COc1ccccc1CNC(=O)CNC(=O)c1sc2ccccc2c1Cl,0.2%,-16%,i,-2%,11%,-6%,-12%,-2%,-1%
Cc1nc(NCc2ccco2)c2c(C)c(C)sc2n1,-0.6%,6%,?,-37%,7.9µM*,·,11µM*,?,24%
O=C(NCc1ccco1)c1ccccc1NC(=O)C1CC(=O)N(c2ccc(Cl)cc2)C1 (configuration not stated),-0.4%,-6%,i,-5%,-1%,-13%,-11%,-8%,8%
C=CCn1c(SCC(=O)Nc2ccc(N3CCOCC3)cc2)nc2ccccc2c1=O,0.0%,-1%,i,0%,-16%,-15%,-4%,-2%,5%
Cc1cccc(NC(=O)CNC(=O)C(NC(=O)Cc2ccccc2)C(C)C)c1C (configuration not stated),-1.0%,1%,i,-9%,-14%,1%,12%,0%,9%
Cc1ccc(C)c(NC(=O)C(c2ccccc2)N2CCN(CC(=O)NC3CC3)CC2)c1 (configuration not stated),0.8%,7%,i,-8%,-5%,17%,-6%,-7%,-2%
COc1ccc(NC(=O)CCCc2ccccc2)cc1OC,-0.4%,1%,i,-1%,-1%,?,24%,2%,-1%
Cc1onc(C(=O)NN)c1C(=O)Nc1ncc(C(F)(F)F)cc1Cl,-0.2%,0%,i,7%,-1%,10%,-16%,-4%,-2%
CCOCCCNc1nc2c(C)cccn2c(=O)c1/C=C1\SC(=S)N(CC(C)C)C1=O,-0.2%,-2%,i,0%,0%,-8%,-6%,1%,2%
COc1ccc(/C=N/NC(=O)c2cccc(NC(C)=O)c2)c(C(=O)O)c1OC,1.5%,-1%,i,-10%,1%,23%,7%,11%,0%
CCCCN(C(=O)c1ccc(OC)c([N+](=O)[O-])c1)c1c(N)n(CCC)c(=O)[nH]c1=O,-0.1%,16%,i,-2%,0%,1%,20%,2%,?
C=CCn1nnc2sc3c(c2c1=O)CCC(C)C3 (configuration not stated),4.2%,-2%,i,-16%,4%,13%,34%[activator],1%,3%
CC1(C(=O)NS(=O)(=O)c2ccc(Cl)cc2)CCN1C(=O)CC1CCCC1 (configuration not stated),0.0%,46%[activator],i,5%,39%[activator],·,0%,·,·
CCOc1c(C)cc2[nH]c(CCC(=O)O)nc2c1C,0.4%,-5%,i,-22%,-8%,·,9%,16%,-2%
COc1ccc(C(C(=O)NC2CCCC2)N(C(=O)c2ccco2)c2cc3c(cc2C(C)=O)OCO3)cc1 (configuration not stated),0.1%,4%,·,-63%,-8%,-5%,15%,-11%,-1%
Clc1ccc(-c2nnnn2-c2ccc(Cl)c(Cl)c2)cc1Cl,-0.7%,-23%,i,-2%,-5%,7%,-1%,5%,?
COc1ccc(CCNC(=O)C2=CC=CN3CCS(=O)(=O)N=C23)cc1,-0.1%,5%,i,4%,6%,4%,5%,0%,0%
Cc1ccc(N(CCC#N)C(=O)COC(=O)C2CCN(c3ccc(C(F)(F)F)cn3)CC2)cc1,-0.7%,-21%,i,0%,0%,-3%,3%,8%,?
CC(C)C(c1nnnn1Cc1ccc(F)cc1)N1CCN(Cc2ccc3c(c2)OCO3)CC1 (configuration not stated),4.5%,-13%,i,-6%,-23%,-13%,-3%,-16%,?
O=C(/C=C/c1cccs1)NCc1cccnc1,3.5%,-1%,i,-28%,-24%,16%,17%,18%,-1%
CCC1CCC2(CC1)NC(=O)N(CC(=O)Nc1ccc(OC)cc1)C2=O (configuration not stated),-0.6%,-4%,i,-3%,-8%,-4%,0%,-21%,?
CCN(C(=O)CN1CCN(c2ccccc2F)CC1)c1c(N)n(Cc2ccccc2)c(=O)[nH]c1=O,-0.5%,-4%,i,-4%,14%,-11%,-5%[11.3 µM],4%,0%
O=C(Oc1ccc(Cl)c2cccnc12)N1CCCCC1,2.3%,-3%,?,4%,1%,21%,28%,-3%,-12%
CCOc1ccc(CNC(=O)C2CCN(c3nnc(-n4cccc4CNc4ccc(C)cc4)s3)CC2)cc1OC,0.4%,·,·,-21%,·,-9%,·,1%,·

# Eight neighbouring entries already listed:
SMILES,Nrf2 activator,EPAC2 antagonist,ATXN viability,HepG2 viability,TGFb inhibitor,Nrf2 inh,ATXN2 expr inh,A549 viability,MCF10A rereplic
C=CCn1nnc2sc3c(c2c1=O)CCC(C)C3 (configuration not stated),4.2%,-2%,i,-16%,4%,13%,34%[activator],1%,3%
CC1(C(=O)NS(=O)(=O)c2ccc(Cl)cc2)CCN1C(=O)CC1CCCC1 (configuration not stated),0.0%,46%[activator],i,5%,39%[activator],·,0%,·,·
CCOc1c(C)cc2[nH]c(CCC(=O)O)nc2c1C,0.4%,-5%,i,-22%,-8%,·,9%,16%,-2%
COc1ccc(C(C(=O)NC2CCCC2)N(C(=O)c2ccco2)c2cc3c(cc2C(C)=O)OCO3)cc1 (configuration not stated),0.1%,4%,·,-63%,-8%,-5%,15%,-11%,-1%
Clc1ccc(-c2nnnn2-c2ccc(Cl)c(Cl)c2)cc1Cl,-0.7%,-23%,i,-2%,-5%,7%,-1%,5%,?
COc1ccc(CCNC(=O)C2=CC=CN3CCS(=O)(=O)N=C23)cc1,-0.1%,5%,i,4%,6%,4%,5%,0%,0%
Cc1ccc(N(CCC#N)C(=O)COC(=O)C2CCN(c3ccc(C(F)(F)F)cn3)CC2)cc1,-0.7%,-21%,i,0%,0%,-3%,3%,8%,?
CC(C)C(c1nnnn1Cc1ccc(F)cc1)N1CCN(Cc2ccc3c(c2)OCO3)CC1 (configuration not stated),4.5%,-13%,i,-6%,-23%,-13%,-3%,-16%,?

# A portion of the library. The share of hits here may be higher or lower than overall.
